# POLH inh – blocks human DNA polymerase eta activity; Q9Y253; recombinant Pol eta, fluorescent DNA replication assay; Potency, µM (highest dose often 114 µM), for the others: top-dose activity change, negative = inhibition, usual class: inhibitors; hit rate 1.2% among 390,000; AID 588591; also: % is scaled to controls: 0 for no effect and ±100 for the full control effect
#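 Pol eta at 10 nM preincubated with compounds 15 min at room temperature; reaction started with fluorescent substrate (50 nM final) and read kinetically at 0 and 10 min.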
# BLM helicase inh – blocks DNA unwinding by human BLM helicase. AID 2528. recombinant BLM DNA unwinding, fluorescence dequenching. Potency, µM (highest dose often 56.1 µM), for inactives: at the highest dose activity change, negative = inhibition, hits mostly inhibitors. hit rate 0.2% among 350,000;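 also: plate controls were vehicle for no effect and no enzyme for full effect; nearly all actives have a fitted effect of over 35% in size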
# POLB inh – inhibitors of human DNA polymerase beta; P06746; Pol beta primer extension/strand displacement, fluorescence kinetic; Potency, µM (doses to about 114 µM), for inactives: top-dose activity change, negative = inhibition, most hits filed as inhibitors; hit rate 1.3% among 340,000; AID 485314; also: % is scaled to controls: 0 for no effect and ±100 for the full control effect
#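 Kinetic readout of DNA synthesis with strand displacement by Pol beta. Compound and 10 nM enzyme sit 15 min at room temperature; 50 nM substrate starts the reaction, read immediately and at 10 min.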
# BAZ2B block – blocks human BAZ2B; AlphaScreen BAZ2B-H3K14Ac peptide displacement; Potency, µM (doses to about 114 µM), for the others: at the highest dose activity change, negative = inhibition, actives largely listed as inhibitors; AID 504333; Q9UIF8; hit rate 4.4% among 360,000; also: % is scaled to controls: 0 for no effect and ±100 for the full control effect; nearly all actives have a fitted effect of over 60% in size
#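 AlphaScreen luminescence quantifies BAZ2B engagement of H3K14Ac peptide; the protein and biotinylated peptide are both at 50 nM final, buffer PBS pH 7.4 with 0.01% Tween-20, all steps at room temperature.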
# Pol kappa inh – blocks human DNA polymerase kappa activity. AID 588579. hit rate 0.53% among 400,000. purified Pol kappa, fluorescent DNA synthesis assay, 10 min. Q9UBT6. Potency, µM (series often up to 107 µM), for inactives: at the highest dose activity, negative = inhibition, usual class: inhibitors; also: % is scaled to controls: 0 for no effect and ±100 for the full control effect
#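 Kinetic fluorescence readout at 0 and 10 min followed reaction start with substrate at 50 nM final. Beforehand, enzyme (10 nM Pol kappa) stood 15 min with compound at room temperature; buffer-only wells were negative controls.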
# JMJD2A Tudor – blocks the human JMJD2A Tudor domain; hit rate 4.4% among 390,000; O75164; AlphaScreen JMJD2A-Tudor / H3K4me3 peptide binding; AID 504339; Potency, µM (titrated, usually from 114 µM), without a hit: top-dose activity change, negative = inhibition, actives largely listed as inhibitors; also: % is scaled to controls: 0 for no effect and ±100 for the full control effect; nearly all actives have a fitted effect of over 50% in size
# G9a block – G9a (human) methyltransferase inhibition; Q96KQ7; G9a H3K9 monomethylation, AlphaScreen, 2 h; Potency, µM (series often up to 102 µM), for the others: top-dose activity, negative = inhibition, actives largely listed as inhibitors; hit rate 8.8% among 350,000; AID 504332; also: % is scaled to controls: 0 for no effect and ±100 for the full control effect; nearly all actives have a fitted effect of over 75% in size
#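 G9a (20 nM) preincubated 15 min RT with compounds, then 500 nM biotinylated H3K9 peptide and 20 uM SAM added; 2 h RT reaction. Monomethyl-H3K9 product detected by AlphaScreen with anti-H3K9me1 antibody, streptavidin donor and anti-rabbit IgG acceptor beads.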
# APEX1 inh – blocks human APE1 abasic DNA cleavage; P27695; recombinant APE1, TAMRA/BHQ-2 abasic DNA cleavage fluorescence; Potency, µM (doses to about 65.8 µM), for inactives: at the top dose activity change, negative = inhibition, most hits filed as inhibitors; hit rate 0.35% among 350,000; AID 2517;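 also: plate controls were vehicle for no effect and reference inhibitor for full effect; nearly all actives have a fitted effect of over 55% in size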
#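 Quantitative HTS: incision of a TAMRA/BHQ-2 double-stranded substrate bearing a tetrahydrofuran abasic site by 0.75 nM APE1 raises fluorescence. Substrate 50 nM final, added after 15 min compound preincubation at room temperature; progress as third-minus-first kinetic read difference.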
# Pol iota inh – DNA polymerase iota (human) inhibition; AID 588590; hit rate 1% among 390,000; Pol iota fluorescent replication assay, 10 min; Potency, µM (highest dose often 115 µM), for the others: at the top dose activity, negative = inhibition, actives largely listed as inhibitors; Q9UNA4
#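 Pol iota at 10 nM preincubated 15 min with compounds at room temperature; reaction started with fluorescent substrate, 50 nM final. Fluorescence read kinetically at 0 and 10 min; buffer-only wells as negative control.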
# * marks the source's active call; other numbers are inactive results; u = inconclusive; x = not tested or not shown; [ ] = remark or other dose. Calls follow the shape of the dose curve; as a rule, active = well fitted curve in the direction sought with a large enough effect; inconclusive = small, poorly fitted or top-dose-only effect, or another doubt; inactive = no such curve, though single readings can be large; an effect the other way counts as inactive or inconclusive. Potency is read from the fitted curve at half-maximal effect.
POLH inh	BLM helicase inh	POLB inh	BAZ2B block	Pol kappa inh	JMJD2A Tudor	G9a block	APEX1 inh	Pol iota inh	SMILES
-3%	0%	12%	-1%	-8%	-9%	5%	17%	17%	O=C(CN1C(=O)NC2(CCOc3ccccc32)C1=O)NCC(F)(F)F (stereo not given)
-11%	x	x	x	-8%	-28%	x	6%	16%	Cc1ccc(S(=O)(=O)Nc2ccc(S(=O)(=O)Nc3nccs3)cc2)cc1C
-5%	0%	u	8%	0%	-2%	18%	-11%	9%	O=C(c1ccccc1NS(=O)(=O)c1ccc(F)cc1)N1CCCCC1
-3%	1%	-9%	-16%	3%	-5%[57.1 µM]	-2%	3%	3%	O=C(CN(Cc1ccco1)S(=O)(=O)c1ccccc1)N/N=C/c1ccccc1C(=O)O
-4%	0%	23%	3%[0.457 µM]	-3%	-2%	18%[59 µM]	12%	u	CC(=O)Nc1cc[n+](C(C)C(=O)c2ccccc2)cc1 (stereo not given)
-25%	x	x	3%	-11%	-3%	11%[0.501 µM]	-10%	17%	CCc1cccc(NC(=O)COC(=O)C2CCN(c3ccc(C(F)(F)F)cn3)CC2)c1
10%	-11%	u	u	-21%	u	-16%	-4%	u	N#CCC(=O)N/N=C/c1ccc(Sc2nc3ccccc3s2)o1
8%	1%	-7%	-19%	-2%	-18%	-8%[59 µM]	2%	-5%	Cc1ccc2ccccc2c1Cn1c(-n2ccnc2)nc2c1c(=O)n(C)c(=O)n2C
-15%	-5%	-1%	12%	-13%	u	u	-3%	u	COC(=O)c1ccc(CSc2nc3ccc(Cl)cc3[nH]2)o1
-10%	-4%	9%	-18%	-2%	-18%	-3%[59 µM]	x	9%	CC(CNC(=O)Cn1ccc2cc(S(=O)(=O)N3CCCCC3)ccc21)c1ccccc1 (stereo not given)
-19%	-4%	23%	4%	-6%	-12%	x	17%	-12%	O=C(CSc1n[nH]c(=O)n1C1CC1)Nc1ccc(Cl)c(Cl)c1
-20%	-8%	26%	3%	-3%[60.1 µM]	-17%	x	16%	71%[activator]	CC(C)(C)CN1CCNC(=O)C1CC(=O)NC1Cc2ccccc2C1 (stereo not given)
-6%	-3%	30%	5%	-6%	-3%	-1%	34%	116%[activator]	Cc1ccc2ncnc(-c3ccccc3)c2c1
x	-2%	0%	1%	x	x	36%[activator]	-1%	x	O=C(c1ccc(Cn2c(=S)[nH]c3cc4c(cc3c2=O)OCO4)cc1)N1CCN(c2ncccn2)CC1
-16%	0%	10%	-1%	-11%	-6%	-5%[59 µM]	-5%	7%	CC(NS(=O)(=O)c1ccc(OCC(=O)N2CCOCC2)cc1)c1ccccc1 (stereo not given)
-11%	x	x	13%	-2%	-18%	-36%	7%	43%[activator]	Cc1ccc(S(=O)(=O)N2CCC(C(=O)OC3CCOC3=O)CC2)cc1C (stereo not given)
-13%	3%	9%	-11%	3%	8%	18%[59 µM]	x	33%[activator]	Cc1ccc(NC(=O)CCCc2nnc3n(C)c(=O)c4sccc4n23)cc1C
5%	4%	15%	7%	-2%	-6%	-10%[59 µM]	2%	85%[activator]	O=C(C1CCCO1)N1CCN(C(=S)Nc2ccccc2C(F)(F)F)CC1 (stereo not given)
-4%	-9%	39%	-1%	8%	9%	2%	13%	4%	O=C(NC1CCCCC1)N1CCN(c2ccccc2Cl)CC1
u	-9%	u	-23%	-15%	-30%	u	-3%	u	O=[N+]([O-])c1ccc2c(OCc3nnc(-c4ccccc4Br)o3)ncnc2c1
6%	-12%	26%	5%	-4%	-2%[11.4 µM]	-5%[59 µM]	-4%	-4%	N=C1C(c2nc3ccccc3s2)=C(O)CN1Cc1ccccc1
3%	-3%	0%	2%	-12%	5%	3%[2.33 µM]	11%	3%	Cc1ccc(S(=O)(=O)CCC(=O)NCCc2ccc(Cl)cc2)cc1
-19%	2%	2%	-2%	0%	-18%[11.4 µM]	x	16%	2%	O=c1cc(N2CCCCC2)c(-c2ccccc2)nn1Cc1c(Cl)cccc1Cl
-14%	-1%	14%	-2%	-3%	2%	-6%[59 µM]	2%	-4%	COc1cc(C(=O)OC(C)CN2CCCC2)cc(OC)c1OC (stereo not given)

# Of the compounds above, these have an aryl thioether with sulfur outside any ring:
POLH inh	BLM helicase inh	POLB inh	BAZ2B block	Pol kappa inh	JMJD2A Tudor	G9a block	APEX1 inh	Pol iota inh	SMILES
10%	-11%	u	u	-21%	u	-16%	-4%	u	N#CCC(=O)N/N=C/c1ccc(Sc2nc3ccccc3s2)o1
-15%	-5%	-1%	12%	-13%	u	u	-3%	u	COC(=O)c1ccc(CSc2nc3ccc(Cl)cc3[nH]2)o1
-19%	-4%	23%	4%	-6%	-12%	x	17%	-12%	O=C(CSc1n[nH]c(=O)n1C1CC1)Nc1ccc(Cl)c(Cl)c1

# Carrying on:
POLH inh	BLM helicase inh	POLB inh	BAZ2B block	Pol kappa inh	JMJD2A Tudor	G9a block	APEX1 inh	Pol iota inh	SMILES
-13%	-9%	0%	-21%	-3%	-17%	8%[12.7 µM]	-1%	-11%	Cc1ccc(S(=O)(=O)/N=C(/Nc2ccc3[nH]c(=O)[nH]c3c2)c2ccc(F)cc2)cc1
5%	-11%	-1%	79µM*	-9%	-34%[11.4 µM]	u	8%	52%[activator]	O=C(O)COc1ccc(-c2nccc(-c3ccccn3)n2)cc1
-12%	-8%	-9%	-4%	-23%	-14%	-12%[12.7 µM]	1%	24%	O=S(=O)(c1ccc(NCc2ccccc2)cc1)N1CCOCC1
-20%	0%	-10%	27%	0%	-6%	1%[59 µM]	x	21%	CCc1ccc(NC(=O)Cn2nc(SC)c(S(=O)(=O)c3ccc(OC)cc3)c2N)cc1
-2%	0%	35%	10%[0.457 µM]	-10%	-21%	22%[59 µM]	12%	146%[activator]	COc1ccccc1NC(=S)NCc1ccc(F)cc1
11µM*	x	x	x	u	u	x	3µM*	79µM*	NC(=O)c1ccc(NC(=O)COC(=O)c2cc3c(s2)CCC3)cc1
-10%	0%	51%	-26%	4%	11%	-12%	u	23%	CN(Cc1ccccc1)S(=O)(=O)c1ccc(OCC(=O)N2CCC(C(N)=O)CC2)cc1
8%	-6%	u	u	-4%	-19%	-28%	u	1%	Cc1c(O)c(CN2CCCC2)cc2c3c(c(=O)oc12)CCC3
x	-1%	36%	2%	x	x	-6%[59 µM]	10%	x	Cc1cc(C)n2nc(C(=O)Nc3ccccc3N3CCOCC3)nc2n1
1%	x	x	6%	7%	-10%	5%[0.501 µM]	-8%	18%	CCSc1nnc(SCC(=O)c2c(N)n(C)c(=O)n(C)c2=O)s1
-11%	-2%	12%	5%	-9%	26%	0%[12.7 µM]	1%	-3%	CCC(=O)N1Cc2ccccc2-c2ccccc2C1=O
-15%	57%[activator]	89µM*	-20%	-19%	u	-39%	-13%	u	COc1ccc2c(c1)c(/C=C/c1cc[n+](C)cc1)cn2C
-11%	-2%	9%	2%	-3%	-12%	-7%[12.7 µM]	10%	14%	CCC(C(=O)NC(C)CCc1ccccc1)n1nc(C)n2c(cc3occc32)c1=O (stereo not given)
u	-3%	u	3%	-7%	-9%	-40%[59 µM]	x	22%	COc1cccc(NC(=O)C2CC(=O)N(c3ccc(Br)cc3)C2)c1 (stereo not given)
-1%	-10%	-11%	4.5µM*	0%	u	u	0%	31%[activator]	O/C(=C\c1nc2ccccc2nc1/C=C(\O)c1ccccc1)c1ccccc1
-15%	-7%	-24%	u	-7%	u	50µM*	0%	12%	CCN(CC)CCNC(=O)c1[nH]c2ccc(OCc3ccccc3)cc2c1C
-12%	0%	-18%	-8%[57.1 µM]	7%	1%	15%	55%[activator]	11%	CC(=O)n1c(-c2ccccc2)c(CO)c2ccccc21
-16%	3%	-17%	u	3%[60.1 µM]	u	-33%	u	19%	CC/C(=N\Nc1ccc([N+](=O)[O-])cc1)c1ccccc1
17%	1%	14%	-19%	-3%	-19%	32%	85%[activator]	12%	Cc1cc(=O)n2nc(N3CCC(C(=O)NCc4ccco4)CC3)sc2n1
-6%	-9%	10%	-6%	-12%	-16%	10µM*	-3%	-4%	Cc1csc(N(C)C(=O)CSc2nnc(COc3cccc4ccccc34)o2)n1
-9%	-2%	0%	x	-8%	-24%[57.1 µM]	-30%	4%	11%	CCOC(=O)N/N=C\c1ccc([N+](=O)[O-])s1
-2%	-6%	-3%	2%	-12%[60.1 µM]	-14%	37%[59 µM]	x	21%	CC(C)CNC(=O)C(=O)Nc1c2c(nn1-c1ccc(Cl)cc1)CSC2
-6%	-4%	13%	0%	-5%	-13%	6%[59 µM]	24%	1%	CC(=O)Nc1cccc(OCC(=O)NS(=O)(=O)c2ccc(C)cc2)c1
-8%	0%	14%	3%	1%	-35%	4µM*	x	25µM*	CCCC(=O)Oc1c(Sc2ccc(Cl)cc2)c(C)nn1-c1ccccc1
-3%	0%	-5%	46%[activator]	-3%	-25%	13%[12.7 µM]	5%	-24%	N#Cc1ccc(Oc2nc(Nc3ccc(F)cc3)nc(N3CCCC3)n2)cc1
-9%	x	x	x	-8%	53%[activator]	x	u	3%	CCCN1C(C)C(C(=O)OCC)=CN(Cc2cccc(I)c2)S1(=O)=O (stereo not given)
u	-1%	-10%	4%	0%	4%	14%	-1%	13%	C=CCn1c2ccccc2c2nnc(SCC(=O)Nc3cc(C)on3)nc21
-9%	1%	9%	-24%	-15%	-25%	20%[59 µM]	3%	12%	COc1ccc([N+](=O)[O-])cc1NC(=O)C(C)OC(=O)C1c2ccccc2Oc2ccccc21 (stereo not given)
u	-16%	-8%	u	-15%	u	u	-8%	-10%	Cc1cccc(N2CCN(C(=O)c3ccc4nc(-c5ccco5)c(-c5ccco5)nc4c3)CC2C)c1 (stereo not given)
-25%	-7%	0%	-21%	-11%	-28%	6%	-4%	29%	COc1ccc(S(=O)(=O)N2CCOC23CCN(C(=O)c2ccc(Cl)cc2Cl)CC3)cc1
-2%	x	x	x	-18%	-3%	x	-12%	34%[activator]	CCN(C(=O)COC(=O)c1ccc(Cl)c(S(=O)(=O)N2CCCCC2)c1)C1CCS(=O)(=O)C1 (stereo not given)

# A portion of the library, so the mix of outcomes need not match the whole.
